Screens: PubChem, National Center for Advancing Translational Sciences (NCATS)
Glioma ERSR ind – qHTS for Inducers of the Endoplasmic Reticulum Stress Response (ERSR) in Human Glioma: qHTS; U87-MG GRP78 promoter luciferase reporter, 16 h; Potency, µM, without a hit: top-dose activation, most hits filed as activators; 420,000 compounds, 0.02% hits; AID 602332, 2012; note: potency is the fitted concentration of half-maximal effect; series mostly up to about 76 µM; % of control where 0% means no effect; nearly all actives have a fitted effect of over 35% in size
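ERSR induction read as luciferase luminescence (Bright-Glo, 10 min at room temperature) in stably transfected human U87-MG glioma cells exposed to compounds for 16 h, using GRP78 as sensor.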
ALOX12 inh – Primary qHTS assay for inhibitors of human arachidonate 12S-lipoxygenase (ALOX12): Round 2; Polyunsaturated fatty acid lipoxygenase ALOX12 (Homo sapiens), P18054; purified 12hLO, xylenol orange hydroperoxide absorbance; Potency, µM (titrated, usually from 108 µM), for the others: top-dose activity change, negative = inhibition, actives largely listed as inhibitors; 580,000 compounds, 1.1% hits; AID 1671190, 2021; note: potency is the fitted concentration of half-maximal effect; % is set by controls: 0 for no effect and ±100 for the full control effect
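Purified human 12hLO at 150 nM in 25 mM Hepes, 0.01% Triton X-100, pH 7.0, preincubated 15 min at room temperature with compound. Reaction started with 40 uM arachidonic acid, 30 min at room temperature. Hydroperoxide measured by Fe-xylenol orange, 573/405 nm absorbance ratio.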
RGS4 inh – Inhibitors of Regulator of G Protein Signaling (RGS) 4: qHTS. 390,000 compounds, 0.039% hits. Regulator of G-protein signaling 4 (Homo sapiens), P49798. Transcreener GDP fluorescence polarization, RGS4-accelerated GTP hydrolysis. Potency, µM (top dose mostly 114 µM), for inactives: at the highest dose activity change, negative = inhibition, actives largely listed as inhibitors; note: potency is the fitted concentration of half-maximal effect; % is set by controls: 0 for no effect and ±100 for the full control effect; nearly all actives have a fitted effect of over 75% in size; some results filed as inactive show a strong effect at the top dose
Target sequence (P49798 whole entry, looked up): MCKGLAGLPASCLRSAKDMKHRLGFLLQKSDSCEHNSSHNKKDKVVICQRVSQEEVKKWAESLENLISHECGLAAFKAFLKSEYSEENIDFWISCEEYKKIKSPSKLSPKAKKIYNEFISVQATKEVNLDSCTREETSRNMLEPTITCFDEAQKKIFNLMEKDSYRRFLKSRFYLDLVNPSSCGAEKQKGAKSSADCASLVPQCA
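MLSMR compounds (23 nl, pin-transferred) preincubated 10 min at room temperature with a 500nM (2x) first reagent, then RGS4 at 900nM (2x) plus Transcreener GDP mix added; fluorescence polarization (620/688 nm) read before and after 90 min at 30 °C.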
Vif-A3F inh – qHTS for Inhibitors of Vif-A3F Interactions: qHTS; HeLa A3F-eYFP + Vif (tagged APOBEC3F with the HIV-1 protein that degrades it), YFP fluorescence increase; Potency, µM (doses to about 46.1 µM), for inactives: at the highest dose activity, negative = active; 390,000 compounds, 0.2% hits; note: potency is the fitted concentration of half-maximal effect; % of control where 0% means no effect; nearly all actives have a fitted effect of over 65% in size
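HeLa cells stably expressing A3F-eYFP plus Vif, plated and incubated overnight at 37 deg C, then exposed to compounds overnight at 37 deg C. Blocked degradation read as raised yellow fluorescence (Ex 488/Em 500-530).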
Vif-A3G inh – qHTS for Inhibitors of Vif-A3G Interactions: qHTS; HeLa A3G-eYFP + Vif (tagged APOBEC3G with the HIV-1 protein that degrades it), YFP fluorescence, overnight; 410,000 compounds, 0.076% hits; DNA dC->dU-editing enzyme APOBEC-3G (Homo sapiens), Q9HC16; Potency, µM (top dose mostly 46.1 µM), for the others: at the highest dose activity, negative = active, usual class: inhibitors;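 note: potency is the fitted concentration of half-maximal effect; % is set by controls: 0 for no effect and ±100 for the full control effect; nearly all actives have a fitted effect of over 60% in size; hits raise eYFP signal because A3G escapes Vif-driven loss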
Target sequence (Q9HC16 whole entry, looked up): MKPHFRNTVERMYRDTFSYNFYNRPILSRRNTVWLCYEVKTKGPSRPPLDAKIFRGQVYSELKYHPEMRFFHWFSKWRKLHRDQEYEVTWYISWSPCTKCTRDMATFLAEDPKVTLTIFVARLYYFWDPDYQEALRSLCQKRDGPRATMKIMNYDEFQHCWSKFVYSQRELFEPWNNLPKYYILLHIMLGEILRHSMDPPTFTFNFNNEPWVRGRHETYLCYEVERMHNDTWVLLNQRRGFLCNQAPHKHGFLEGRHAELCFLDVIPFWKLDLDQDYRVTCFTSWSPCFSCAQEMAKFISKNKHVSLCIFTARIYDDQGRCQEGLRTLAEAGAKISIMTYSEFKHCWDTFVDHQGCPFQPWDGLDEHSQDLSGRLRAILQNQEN
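Read-out is eYFP fluorescence (Ex 488/Em 500-530) from Vif-expressing HeLa A3G-eYFP cells; more signal means A3G escaped Vif-mediated degradation. Cells plated overnight, compound pinned in, incubated overnight at 37 deg C.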
D2 ag – HTS Assay for Allosteric Agonists of the Human D2 Dopamine Receptor: Primary Screen for Agonists; D(2) dopamine receptor (Homo sapiens), P14416; HEK293 T-REx D2 cells, calcium flux agonist mode; activation, % at 2 µM; 340,000 compounds, 0.53% hits;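 active = activation over 3 SD above normal in the single-dose calcium agonist read, cut at about 30% in these data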; note: 0% is about no effect
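Tetracycline-induced HEK293 Trex cells with D2 receptor force-coupled to calcium signaling, plated overnight at 30 C and loaded with no-wash calcium dye. Calcium flux read kinetically for 180 s after compound addition; responses flag agonists.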
LDHA inh – qHTS assay for inhibitors of human lactate dehydrogenase; activity change, % (values are at about 110 or 230 µM); purified LDHA, NADH/diaphorase-resazurin fluorescence; stronger effect = lower value; L-lactate dehydrogenase A chain (Homo sapiens), P00338; AID 1347041, 2019; 480,000 compounds, 0.15% hits; in the data active = activity change below about -30%; inconclusive = mostly about -25% to -30%;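 note: plate controls were DMSO wells for no effect and wells without enzyme for full effect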
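Remaining NADH was detected by diaphorase (0.133 mg/mL) converting 37 µM resazurin to fluorescent resorufin, read at 0 and 20 minutes. The preceding 5-minute room-temperature reaction used 2 nM LDHA, 0.2 mM sodium pyruvate and 0.06 mM NADH at pH 7.4.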
D2 antagonist – HTS Assay for Allosteric Antagonists of the Human D2 Dopamine Receptor: Primary Screen for Antagonists; D(2) dopamine receptor (Homo sapiens), P14416; HEK293 TREx D2 cells, calcium flux, dopamine EC80; inhibition, % at 10 µM; 340,000 compounds, 2% hits; AID 485344, 2010; in the data active = inhibition above about 30%; note: 0% is about no effect
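Tetracycline-induced HEK293 TREx cells expressing D2 receptor forced-coupled to calcium signalling, loaded with no-wash calcium dye. Compounds added and calcium flux read 180 s, then dopamine added at EC80 and read a further 180 s.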
ERG-DNA inh – qHTS for Small Molecule Inhibitors of the ERG Ets/DNA interaction; Potency, µM (series often up to 76.9 µM), for inactives: at the top dose FP activity, negative = inhibition, hits mostly inhibitors; Transcriptional regulator ERG (Homo sapiens), P11308; AID 624246, 2012; 370,000 compounds, 0.028% hits; fluorescence polarization, His-ERG Ets domain / labelled DNA; active = well fitted inhibition curve with a large enough effect in the polarisation, with a control signal flat; inconclusive = small, poorly fitted or top-dose-only effect, or effect the other way, or a change in a side signal; inactive = no such curve, though single readings can be large or run the other way; the % refers to the polarisation;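 note: polarization taken with two DNA probes labelled with fluorescein and Texas red; potency is the fitted concentration of half-maximal effect; % of control where 0% means no effect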
Target sequence (P11308 whole entry, looked up, the tested form may be a part): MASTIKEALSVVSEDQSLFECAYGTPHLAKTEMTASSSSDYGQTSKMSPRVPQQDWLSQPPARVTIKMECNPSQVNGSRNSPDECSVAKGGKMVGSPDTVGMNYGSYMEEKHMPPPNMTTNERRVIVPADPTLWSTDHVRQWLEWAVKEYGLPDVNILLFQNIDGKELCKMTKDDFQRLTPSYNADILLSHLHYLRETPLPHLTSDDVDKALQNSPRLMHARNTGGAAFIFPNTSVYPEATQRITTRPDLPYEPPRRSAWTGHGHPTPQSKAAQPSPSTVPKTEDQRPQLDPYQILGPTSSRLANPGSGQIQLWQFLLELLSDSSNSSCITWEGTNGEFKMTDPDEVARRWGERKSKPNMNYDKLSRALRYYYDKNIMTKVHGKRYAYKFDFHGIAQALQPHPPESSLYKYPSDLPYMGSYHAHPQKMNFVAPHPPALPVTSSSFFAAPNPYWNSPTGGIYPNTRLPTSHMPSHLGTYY
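His-tagged ERG Ets domain (1 uM in the protein solution; 300mM KCl, 50mM Tris-HCl, 1mM EDTA, 1mM DTT, pH 7.5) received compound, then a probe mix of 5 nM fluorescein-DNA and 100nM Texas-615-DNA. Fluorescence polarization was read for both dyes.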
* hit, by the source's call; i = inactive; u = inconclusive; x = no result given; & = joins results of further samples; [ ] = dose if it differs, or a comment. Unless noted, calls come from the whole dose curve; as a rule, active = well fitted curve in the direction sought with a large enough effect; inconclusive = small, poorly fitted or top-dose-only effect, or another doubt; inactive = no such curve, though single readings can be large; an effect the other way counts as inactive or inconclusive. Only part of the results is shown; rates above refer to the full screens.

SMILES | Glioma ERSR ind | ALOX12 inh | RGS4 inh | Vif-A3F inh | Vif-A3G inh | D2 ag | LDHA inh | D2 antagonist | ERG-DNA inh
CCOc1ccc(NC(=O)c2cc(S(=O)(=O)N3CCOCC3)cs2)cc1 | 2% | 134%[activator] | -11% | -3% | 2% | -0.5 | 0 | -19 | -7%
COc1ccc(NC(=O)c2cc(S(=O)(=O)N3CCOCC3)cn2C)cc1Cl | 1%&-2% | 30%&-24%[activator] | -3%&19% | -4%&8% | -1%&10% | -0.8&-0.5 | -5&-7 | 12 | -5%&6%
NNC(=O)c1csc(CS(=O)(=O)c2ccc(Cl)cc2)n1 | -9% | i | -15% | 1% | -2% | -0.3 | -5 | 1 | -5%
O=C(Cn1cc(S(=O)(=O)Cc2cccc(Cl)c2)c2ccccc21)Nc1ccccc1C(F)(F)F | -3% | -12% | -20% | -26% | 2% | -0.4 | -5 | x | -3%
O=C(CSc1nccc(=O)[nH]1)N1CCc2ccccc2C1 | -3% | -24%[57.4 µM] | 12% | -5% | -6% | -0.6 | -6 | 4 | x
COc1cccc(C(CCc2cc(OC)c(OC)c(OC)c2)NC(C)=O)c1 (configuration not stated) | -4% | 3% | 4% | 5% | 1% | x | -4 | x | -4%
Cc1[nH]nc2c1C(c1ccsc1)C1=C(CC(C)(C)CC1=O)N2 (configuration not stated) | -2% | 31% | 10% | -1% | -10% | 42* | -4 | 10 | 4%
Cc1ccc(NC(=O)COC(=O)CCc2nc3ccccc3c(=O)[nH]2)c(Br)c1 | 1% | -19% | -40% | -11% | -9% | 0.2 | 4 | -2 | -1%
O=C1NC[C@H](Cc2ccc(O)cc2)N(CC2CCCCC2)C1=O | -3% | -3% | 13% | 2% | 1% | 0.2 | -5 | -16 | 4%
O=C(NCc1ccc(C(F)(F)F)cc1)c1cccc2c(-c3cccnc3)coc12 | -3% | -4% | x | x | -1% | x | -5 | x | x
O=C(C1CCC(=O)N(C2CCCC2)C1)N1CCN(c2ccc(Cl)cc2)CC1 (configuration not stated) | -1% | -18% | -15% | 6% | 1% | -0.6 | 0 | 3 | -13%
NC(=O)c1ccc(NC(=O)COC(=O)c2cc(S(=O)(=O)N3CCOCC3)ccc2N2CCCCC2)cc1 | 3% | -26% | 10% | 1% | -1% | 0.5 | -8 | -1 | -18%
CSc1nsc(SC)c1C(=O)Nc1ccc(Cl)cc1 | -1% | 27% | 43% | -2% | -6% | 0.5 | 1 | -8 | 5%
O=C(O)COc1cccc(NC(=O)c2ccccc2)c1 | -4% | -17% | 24% | -18% | 0% | 0.8 | -6 | 7 | x
N#CC1(C#N)C(c2ccccc2)OC23CCCCCC2C1(C#N)C(=N)O3 (configuration not stated) | -1% | -9% | -3% | -4% | 0% | -0.6 | -2 | 11 | 8%
O=c1c2ccsc2ncn1Cc1ccccc1F | 1% | 2% | 19% | u | 2% | -0.5 | -7 | -12 | 8%
Cc1cccc(NC(=O)/C=C/c2ccc([N+](=O)[O-])s2)c1 | -8% | -15% | 20% | 7.1µM* | u | -0.4 | -4 | 14 | -11%
C[C@H](O)[C@@H]1C(=O)N2CCc3ccc(-c4ccccc4)cc3[C@@H]2C[C@@H]1N(C)C(=O)c1cccnc1 | -2% | 11% | x | 0% | 1% | x | -1 | x | x
O=C(Cn1c(=O)nc(-c2ccccc2)c2ccccc21)Nc1cccc(C(F)(F)F)c1 | -2% | -21% | 13% | -18% | 6% | x | -3 | x | -1%
CCOCc1[nH]c(=S)[nH]c(=O)c1Cc1ccc(OCC)cc1 | -2% | u | u | -7% | 0% | -0.5 | 1 | -17 | 8%
O=C(CS(=O)(=O)c1ccccc1)Nc1ncc([N+](=O)[O-])s1 | -5% | u | 2% | 10% | 4% | -0.7 | -3 | -30 | 7%
O=C(Nc1ccc(Cl)c(Cl)c1)N1CC=C(c2ccccc2)CC1 | -6% | -13% | -22%[11.4 µM] | 2% | 0% | 7.2 | 4 | -21 | 3%
Cc1sc(N)nc1-c1ccccc1 | 2% | 41%[activator] | 5% | 4% | -1% | 0.0 | -9 | 20 | -8%
Cc1cc(NCc2cccnc2)no1 | -2% | 85%[activator] | 19% | 1% | 5% | -0.3 | -11 | 1 | 3%
COC(=O)c1cc2oc3ccccc3c2n1Cc1ccc(Cl)cc1 | x | -1% | 13% | x | x | 2.5 | 2 | x | 0%
Cc1ccnc(NC(=S)NC(=O)c2cccs2)c1 | -1% | u | 17% | -16% | 0% | -0.1 | -1 | 12 | -3%
O=C1CS/C(=C/C(=O)c2ccccc2)N1 | -1% | 9% | 29% | -4% | -3% | 1.0 | -1 | 14 | x
Nc1nc(NCc2ccccc2)nc(NCCO)c1[N+](=O)[O-] | -3% | -12% | -16% | 1% | -1% | -0.8 | -5 | -1 | -3%
Cc1cc(C(=O)NCC(=O)OCC(=O)NCCc2ccccc2)ccc1[N+](=O)[O-] | -1% | 3% | 4% | -16% | 3% | -0.1 | -6 | -3 | 2%
Cc1ccc(Cl)cc1N1CCN(C(=O)c2cccn2-c2nnc(N3CCCC3)s2)CC1 | -7% | u | -13% | -4% | -2% | 0.5 | 0 | x | 0%
COC(=O)c1ccc2nc(NC(=O)CN3C(=O)CCC3=O)sc2c1 | 4% | -28% | -14%[11.4 µM] | 1% | -2% | 0.6 | -3 | -13 | -4%
Cc1ccccc1NC(=O)CN1CCCC1 | -7% | u | x | -1% | 3% | x | -20 | x | x
Cc1cc(C)n2nc(C(=O)Nc3cccc(S(=O)(=O)N4CCOCC4)c3)nc2n1 | -1% | -28% | -22% | -5% | -2% | 0.2 | -1 | 7 | -9%
Cc1cc(-c2n[nH]c(=S)n2/N=C/c2ccco2)n[nH]1 | 0% | u | 5% | 11% | 0% | -0.7 | 0 | 7 | -16%
Cn1c2c(c3cc([N+](=O)[O-])ccc31)CCCC2 | -3% | u | 1% | 4% | 0% | 0.1 | -2 | -2 | 2%
COc1ccc(NS(=O)(=O)c2cccc(C(=O)N/N=C(\C)c3ccncc3)c2)cc1 | -3% | 3% | -23% | 1% | -2% | -0.2 | -8 | -7 | 10%

Full records from above. Values in the order: Glioma ERSR ind	ALOX12 inh	RGS4 inh	Vif-A3F inh	Vif-A3G inh	D2 ag	LDHA inh	D2 antagonist	ERG-DNA inh
COc1ccc(NS(=O)(=O)c2cccc(C(=O)N/N=C(\C)c3ccncc3)c2)cc1 in the list: -3%	3%	-23%	1%	-2%	-0.2	-8	-7	10%
Cc1cc(-c2n[nH]c(=S)n2/N=C/c2ccco2)n[nH]1 in the list: 0%	u	5%	11%	0%	-0.7	0	7	-16%
O=C1CS/C(=C/C(=O)c2ccccc2)N1 in the list: -1%	9%	29%	-4%	-3%	1.0	-1	14	x

The list continues:
SMILES | Glioma ERSR ind | ALOX12 inh | RGS4 inh | Vif-A3F inh | Vif-A3G inh | D2 ag | LDHA inh | D2 antagonist | ERG-DNA inh
Cc1ccc(SCC(=O)Nc2ccc3oc(-c4ccccc4F)nc3c2)cc1 | x | -21% | -52% | x | x | 0.9 | 1 | x | 0%
Clc1ccccc1N=Nc1ccccn1 | 1% | u | 5% | 1% | 0% | x | 46 | x | u
CCc1ccc2nc(SCC(=O)Nc3nnc(C)s3)c(C)cc2c1 | 2% | u | 18% | -9% | 1% | 1.1 | -3 | -15 | 10%
O=C(c1ccc(CNc2c(N3CCCC3)c(=O)c2=O)cc1)N1CCc2ccccc2C1 | -5% | 1%[57.4 µM] | 1% | 1% | 0% | -1.3 | -1 | -1 | -3%
COCCNc1nc(NCCOC)c2sc(-c3ccccc3)cc2n1 | -3% | -12% | x | x | -7% | x | -5 | x | x
O=C(N/N=C/c1ccccn1)c1c[nH]c2ccccc12 | -3% | 446%[activator] | -5% | -1% | 1% | -0.3 | -6 | 2 | -8%
COc1cc(/C=C(\C#N)c2nc3ccc(C)cc3[nH]2)c([N+](=O)[O-])cc1OC | -8% | -2% | -8% | 0% | 1% | 1.3 | -4 | -14 | -18%
CCCC[C@@H]1CNC(=S)N1CCc1cccc2ccccc12 | 2% | u | -30% | 0% | 0% | -0.4 | -19 | -2 | -1%
COc1ccc(CNC(=O)c2sc3nc[nH]c(=O)c3c2C)cc1 | -2% | -17% | -10% | 3% | 2% | 0.1 | 1 | x | 5%
O=C(NCc1cn2ccccc2n1)c1ccco1 | -1% | 9% | -3% | -4% | 1% | 0.9 | -10 | 17 | -9%
CCOC(=O)c1c(C)[nH]c(C(=O)NCC(c2ccco2)N2CCCCC2)c1C (configuration not stated) | -4% | 0% | 22% | 0% | 2% | x | 1 | x | 7%
